# NTR1 agonist = agonists of NTR1, primary screen, imaging, U2OS cells, beta-arrestin-GFP, high content (AID 493036) | 330,000 tested, 0.17% active | activation, % at 20 µM | P30989 | NTR1-U2OS beta-arrestin-GFP spot imaging, agonist mode;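 active means activation at or above 40% of the spot to cytoplasm intensity ratio, with at least 20 cells analyzed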;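 further: 0% = DMSO without peptide and 100% = 100 nM NTR1 peptide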
# Target sequence (P30989 whole entry, looked up): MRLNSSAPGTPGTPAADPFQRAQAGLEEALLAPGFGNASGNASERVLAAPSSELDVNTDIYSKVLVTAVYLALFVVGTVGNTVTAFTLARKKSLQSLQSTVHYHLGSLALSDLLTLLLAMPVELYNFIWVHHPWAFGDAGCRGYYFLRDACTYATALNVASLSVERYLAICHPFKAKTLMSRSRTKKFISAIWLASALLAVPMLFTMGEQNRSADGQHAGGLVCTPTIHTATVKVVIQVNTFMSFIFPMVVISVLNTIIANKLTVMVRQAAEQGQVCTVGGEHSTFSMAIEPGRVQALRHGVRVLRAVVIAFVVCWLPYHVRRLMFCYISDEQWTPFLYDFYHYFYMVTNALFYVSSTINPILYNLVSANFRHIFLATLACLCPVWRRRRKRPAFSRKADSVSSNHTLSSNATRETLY
# KOR beta-arrestin-1 = KOR antagonists, beta-arrestin recruitment, cell-based, luminescence, uHTS (AID 1778); inhibition, % at 10 µM; hits with a dose series show IC50 in µM; 290,000 tested, 0.091% active; KOR beta-arrestin recruitment, luminescence, antagonist mode; higher % means a stronger effect; in the data active means inhibition above about 50%; further: strong numbers were not always called active
# GPR55 beta-arrestin = selective activators of receptor GPR55 – imaging, U2OS cells, beta-arrestin-GFP redistribution, primary screen (AID 1961); U2OS GPR55 beta-arrestin-GFP redistribution imaging; higher % means a stronger effect; 290,000 tested, 0.048% active; activation, % at 10 µM; hits with a dose series show EC50 in µM;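 active means activation above 40% with more than 50 cells counted in the well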;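 further: U2OS osteosarcoma cells stably expressing GPR55 and beta-arrestin-GFP; plate controls were DMSO negative control for no effect and LPI positive control for full effect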
# GPR35 antagonists = inhibition of zaprinast-stimulated GPR35 beta-arrestin translocation – imaging, U2OS, beta-arrestin-GFP, zaprinast agonist, primary screen (AID 2058). U2OS GPR35 beta-arrestin-GFP translocation imaging, zaprinast antagonism; higher % means a stronger effect. inhibition, % at 10 µM; hits with a dose series show IC50 in µM. 290,000 tested, 0.052% active;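 active means inhibition of at least 50% with at least 30 cells and total cytoplasm GFP at most 10,000,000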
# KOR beta-arrestin-2 = KOR agonists, beta-arrestin recruitment, primary screen, cell-based, luminescence, uHTS (AID 1777); KOR beta-arrestin recruitment, luminescence; higher % means a stronger effect; activation, % at 10 µM; hits with a dose series show EC50 in µM; 280,000 tested, 0.02% active; in the data active means activation above about 50%, passing the limit was not always enough; further: a part of the inactive calls stands beside numbers as strong as those of hits
# T cell HTS = modulates CD8 T cell binding to vesicles | AID 2052 | 2C CD8+ T cell-vesicle binding, flow cytometry; stronger effect = lower value | 330,000 tested, 0.068% active | calls only at 7 µM;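 active means response, share of CD8 T cells binding vesicles, and their 90th percentile fluorescence all below set limits, cut at about 80% in these data, passing the limit was not always enough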
#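 Material: murine 2C transgenic CD8+ T lymphocytes / Also added: QL9-peptide-loaded Drosophila micro-vesicles bearing Ld, ICAM-1 and B7-1 / Schedule: binding step 1.5 h, 37 °C, antibody labelling 20 min, ice / Signal: flow cytometry, PE anti-B7-1 (FL2) versus Alexa647 anti-CD8 (FL8), PFA-fixed / Evaluation: percent CD8+ FL2 mean versus row control / Benchmarks: naked versus QL9-loaded vesicles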
# West Nile antiviral = inhibition of WNV-induced cytopathic effect – cell-based, CPE readout (AID 1621). CPE inhibition, % at 10 µM, or IC50 in µM where a hit was titrated. West Nile virus-infected cells, CPE inhibition; higher % means a stronger effect. 290,000 tested, 0.02% active; in the data active means a potency from the dose series; further: strong numbers were not always called active
# Salmonella PhoP GFP = inhibitors of PhoP regulon expression, primary screen, Salmonella Typhimurium, GFP reporter (AID 1863); S. Typhimurium PhoP-regulated promoter GFP reporter, 4 h; higher % means a stronger effect; inhibition, % at 50 µM, or IC50 in µM where a hit was titrated; 300,000 tested, 0.16% active;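 active means inhibition over 29.93%, a cutoff 3 SD above the screen mean, later confirmed by dose response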;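 further: 0% = low Mg2+ inducing control and 100% = high Mg2+ repressing control; strong numbers were not always called active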
# GPR55 antagonists = GPR55 antagonists blocking LPI-driven arrestin recruitment, primary screen, imaging, U2OS, beta-arrestin-GFP, LPI agonist (AID 2013); 290,000 tested, 0.13% active; inhibition, % at 10 µM; hits with a dose series show IC50 in µM; U2OS GPR55 beta-arrestin-GFP translocation imaging, LPI antagonism; higher % means a stronger effect;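 active means spots per cell inhibited over 60%, with over 100 cells counted and total cytoplasm intensity under 500,000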;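 further: U2OS cells stably carrying GPR55 and arrestin-GFP stimulated by 5 µM LPI near EC80; imaged beta-arrestin-GFP aggregate spots per cell after agonist stimulation; plate controls were LPI-stimulated DMSO wells for no effect and DMSO wells without LPI for full effect; some results filed as inactive read as strong as hits; confirmed hits need IC50 under 10 µM and bright autofluorescent wells are also inconclusive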
# T cell HTS vesicle-bound % = also measured in T cell HTS; calls as there; double positive events, %; measured here: CD8+ vesicle-bound cell fraction;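 binding gate set so that unloaded-vesicle control wells show 10% double positive cells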
# NTR1 agonist cell count 20 µM = further read-out of NTR1 agonist, marked with its call; cell count; measured here: cell count, cytotoxicity flag
# * marks the source's active call; other numbers are inactive results; i = inactive; / = no result given; [ ] = dose if it differs, or a comment.
SMILES,NTR1 agonist,NTR1 agonist cell count 20 µM,KOR beta-arrestin-1,GPR55 beta-arrestin,GPR35 antagonists,KOR beta-arrestin-2,T cell HTS,T cell HTS vesicle-bound %,West Nile antiviral,Salmonella PhoP GFP,GPR55 antagonists
O=C(Nc1ccc(OC(F)(F)F)cc1)c1[nH]ncc1[N+](=O)[O-],0.0,48,-32%,-0.2%,17%,0.4%,i,55,-0.6%,-5%,-1%
CC(=O)NCCC(=O)Nc1sc2c(c1-c1nc3ccccc3[nH]1)CCCC2,1.4,42,11%,0.7%,19%,-2.0%,i,34,-0.2%,-1%,17%
CC(=O)Nc1ccc(NC(=O)CS(=O)(=O)c2cn(CC(=O)N3CCC(C)CC3)c3ccccc23)cc1,0.9,58,-3%,-0.1%,-7%,2.3%,i,34,-0.4%,-1%,1%
CN(C)C(CNC(=O)CCc1c[nH]c2ccccc12)c1ccccc1 (stereo unspecified),-0.2,84,-23%,-0.3%,-15%,-3.9%,i,49,1.3%,-5%,-7%
O=C(NN=C1CCN(Cc2ccccc2)CC1)c1cc2ccccc2cc1O,0.2,33,23%,-0.3%,7%,-2.1%,i,45,2.6%,42%,1%
CC1CN(C(=O)COC(=O)c2ccc(O)cc2)CC(C)O1 (stereo unspecified),-1.3,46,-6%,-0.1%,6%,-3.2%,i,24,0.0%,4%,7%
Cc1ccc(S(=O)(=O)Oc2ccc(C3C4=C(CCCC4=O)OC4=C3C(=O)CCC4)cc2)cc1,0.5,44,-24%,-0.1%,10%,1.8%,i,48,0.2%,6%,-8%
COc1cc(-c2noc(C)c2C(=O)NCCO)cc(OC)c1OC,-1.4,91,-43%[20 µM],-0.3%,-3%,1.6%,i,32,-0.9%,4%,-12%
CC1Cc2nc(SCC(=O)N3CCCc4ccccc43)n(C)c(=O)c2S1 (stereo unspecified),7.8,51,-8%,0.4%,2%,0.1%,i,38,-0.6%,1%,-3%
CCCCn1c(N)c(N(CC(C)C)C(=O)c2ccc(Br)s2)c(=O)[nH]c1=O,-0.3,53,2%,0.4%,-9%,-5.2%,i,62,0.1%,-2%,10%
COCCNC(=O)c1sc2ncn(CC(=O)Nc3ccc(C)c(Cl)c3)c(=O)c2c1C,-0.5,92,-33%,0.0%,12%,8.4%,i,54,-0.3%,-1%,-6%
Cc1nn(C2CCS(=O)(=O)C2)c(Cl)c1/C=C/C(=O)OCC(=O)c1cc(C)n(-c2ccc(F)cc2)c1C (stereo unspecified),3.4,77,-36%,0.0%,-2%,0.2%,i,56,-1.9%,22%,7%
CCOc1ccc(C2C(C#N)=C(C)NC3=C2C(=O)c2ccccc23)cc1 (stereo unspecified),13,96,-28%,0.0%,-2%,4.2%,i,17,-0.1%,-7%,-4%
COC(C[C@H](O)[C@H](C)[C@H](O)COCc1ccccc1)OC,0.7,48,24%,-0.1%,-4%,-2.4%,/,/,0.1%,-3%,-2%
CCC(C)NC(=O)c1nn(Cc2ccccc2)c(=O)c2ccccc12 (stereo unspecified),1.6,52,-3%,0.0%,0%,-1.2%,i,46,-0.1%,-6%,8%

# Reformatted with bars between the fields: part of the list above
structure | NTR1 agonist | NTR1 agonist cell count 20 µM | KOR beta-arrestin-1 | GPR55 beta-arrestin | GPR35 antagonists | KOR beta-arrestin-2 | T cell HTS | T cell HTS vesicle-bound % | West Nile antiviral | Salmonella PhoP GFP | GPR55 antagonists
O=C(Nc1ccc(OC(F)(F)F)cc1)c1[nH]ncc1[N+](=O)[O-] | 0.0 | 48 | -32% | -0.2% | 17% | 0.4% | i | 55 | -0.6% | -5% | -1%
CC(=O)NCCC(=O)Nc1sc2c(c1-c1nc3ccccc3[nH]1)CCCC2 | 1.4 | 42 | 11% | 0.7% | 19% | -2.0% | i | 34 | -0.2% | -1% | 17%
CC(=O)Nc1ccc(NC(=O)CS(=O)(=O)c2cn(CC(=O)N3CCC(C)CC3)c3ccccc23)cc1 | 0.9 | 58 | -3% | -0.1% | -7% | 2.3% | i | 34 | -0.4% | -1% | 1%
CN(C)C(CNC(=O)CCc1c[nH]c2ccccc12)c1ccccc1 (stereo unspecified) | -0.2 | 84 | -23% | -0.3% | -15% | -3.9% | i | 49 | 1.3% | -5% | -7%
O=C(NN=C1CCN(Cc2ccccc2)CC1)c1cc2ccccc2cc1O | 0.2 | 33 | 23% | -0.3% | 7% | -2.1% | i | 45 | 2.6% | 42% | 1%
CC1CN(C(=O)COC(=O)c2ccc(O)cc2)CC(C)O1 (stereo unspecified) | -1.3 | 46 | -6% | -0.1% | 6% | -3.2% | i | 24 | 0.0% | 4% | 7%
Cc1ccc(S(=O)(=O)Oc2ccc(C3C4=C(CCCC4=O)OC4=C3C(=O)CCC4)cc2)cc1 | 0.5 | 44 | -24% | -0.1% | 10% | 1.8% | i | 48 | 0.2% | 6% | -8%
COc1cc(-c2noc(C)c2C(=O)NCCO)cc(OC)c1OC | -1.4 | 91 | -43%[20 µM] | -0.3% | -3% | 1.6% | i | 32 | -0.9% | 4% | -12%
CC1Cc2nc(SCC(=O)N3CCCc4ccccc43)n(C)c(=O)c2S1 (stereo unspecified) | 7.8 | 51 | -8% | 0.4% | 2% | 0.1% | i | 38 | -0.6% | 1% | -3%
CCCCn1c(N)c(N(CC(C)C)C(=O)c2ccc(Br)s2)c(=O)[nH]c1=O | -0.3 | 53 | 2% | 0.4% | -9% | -5.2% | i | 62 | 0.1% | -2% | 10%
COCCNC(=O)c1sc2ncn(CC(=O)Nc3ccc(C)c(Cl)c3)c(=O)c2c1C | -0.5 | 92 | -33% | 0.0% | 12% | 8.4% | i | 54 | -0.3% | -1% | -6%

# Other results follow.
SMILES,NTR1 agonist,NTR1 agonist cell count 20 µM,KOR beta-arrestin-1,GPR55 beta-arrestin,GPR35 antagonists,KOR beta-arrestin-2,T cell HTS,T cell HTS vesicle-bound %,West Nile antiviral,Salmonella PhoP GFP,GPR55 antagonists
O=C(Nc1ccc2nsnc2c1)NC1CCCCC1,0.6,27,-14%,0.0%,8%,1.6%,i,38,/,-2%,8%
COc1cc(S(=O)(=O)NC2CCCCC2)c(C)cc1C,1.7,27,-17%,0.1%,4%,1.1%,i,36,-1.4%,0%,7%
CCC(C)[C@H](NC(=O)NCc1ccccc1)C(=O)O (stereo partly specified),-0.8,69,-30%,-0.1%,-1%,-6.9%,i,40,0.3%,-3%,21%
COCCNC(=O)CCn1nc(-c2ccc(C)cc2)c2ccccc2c1=O,-1.7,40,2%,1.3%,-4%,-1.9%,i,19,-0.6%,11%,3%
Cc1ccc(CCN2CC(C(=O)NCc3ccco3)CC2=O)cc1 (stereo unspecified),-0.9,43,0%,0.2%,12%,-3.3%,i,12,0.3%,7%,-5%
O=C(CSc1ccccc1C(=O)O)NC12CC3CC(CC(C3)C1)C2,0.1,56,12%,-0.1%,-6%,3.6%,i,52,0.1%,-10%,4%
COc1ccc(N(CC(=O)NCCc2ccccc2)C(=O)c2csnn2)cc1,-1.3,41,-50%,0.7%,2%,7.0%,i,49,-0.4%,-7%,-2%
CCC(=O)c1ccc(OCc2ccc(C(=O)c3ccccc3)cc2)cc1,-0.2,56,-40%[20 µM],-0.1%,-8%,2.1%,i,32,-1.5%,5%,7%
CCOC(=O)C1=C(CNCCc2ccc(Cl)cc2)NC(=O)NC1c1cccc([N+](=O)[O-])c1 (stereo unspecified),2.3,65,-22%,-0.2%,-9%,14%,i,27,-1.9%,1%,1%
CCOC(=O)C(=CNc1ccccc1Cl)C(=O)OCC,0.8,100,5%,-0.1%,-2%,3.1%,/,/,-0.3%,4%,10%
COc1cc(OC)cc(C(=O)Nc2cccc3ccccc23)c1,-0.1,65,26%,-0.2%,20%,-4.5%,i,60,-0.8%,4%,6%
O=C(CCNS(=O)(=O)c1cccs1)NCc1ccco1,-1.0,85,12%,-0.1%,1%,1.6%,i,43,0.3%,4%,23%
CCCN(CCC)CCCNC(=O)Cn1cnc2sc(C)c(S(=O)(=O)N3CCC(C)CC3)c2c1=O,0.5,32,13%,0.7%,7%,-3.1%,i,28,0.3%,-4%,8%
COCCCNC(=O)CC(NS(=O)(=O)c1ccc(F)cc1)c1ccc(OC)cc1 (stereo unspecified),4.2,59,-22%,-0.1%,-10%,7.8%,i,63,-0.3%,-1%,-9%
CCn1c(C2CCN(Cc3ccccc3)CC2)n[nH]c1=S,-1.1,63,-15%,0.2%,-2%,-1.3%,i,44,-0.3%,-7%,8%
COc1ccc(CCNc2nc(C)c(C(C)=O)s2)cc1OC,-2.6,69,-43%,-0.2%,7%,13%,i,27,-0.3%,-5%,8%
O=C(OCc1ccc(Br)cc1)c1cccc(-c2nnc(-c3ccccc3)o2)c1,1.0,53,-3%,0.2%,0%,-3.5%,i,49,-0.3%,-8%,7%
CCOCCCn1c(=S)[nH]c2cc(C(=O)NCC(OC)OC)ccc2c1=O,-1.0,53,-10%,0.1%,2%,5.7%,i,60,-0.6%,-4%,3%
Cc1cc(=O)oc2cc(OCC(=O)N3CC(C)OC(C)C3)ccc12 (stereo unspecified),-1.2,63,-4%,-0.1%,-12%,-1.4%,i,52,-0.1%,5%,7%
Cc1ccc(NC(=O)/C(C#N)=C/c2cccs2)c(C)c1,1.3,72,13%,-0.2%,4%,-0.7%,i,44,-0.3%,-6%,7%
Cc1ccc(C(=O)NC(=S)N2CCN(c3cc(C)ccc3C)CC2)cc1,2.5,64,-9%,0.3%,8%,-2.2%,i,71,-0.5%,-1%,10%
Cc1cc(C)c(OCCCCN2CCNCC2)c(C)c1,3.4,59,-12%,0.3%,2%,-0.1%,i,42,0.2%,3%,10%
COc1ccc(CC(=O)NCC2(c3ccc(OC)c(OC)c3)CCCC2)cc1,1.7,44,13%[20 µM],0.3%,-6%,/,i,22,-1.0%,-3%,-5%
CN1CCN(C(=S)Nc2ccc(Oc3ccccc3)cc2)CC1,-1.8,91,-3%,-0.3%,-12%,0.4%,i,54,0.7%,5%,8%
CCCCN(C(=O)CCC(=O)Nc1cc(C)on1)C(C(=O)NC1CCCC1)c1ccccc1C (stereo unspecified),-1.5,48,-74%,-0.2%,-8%,3.4%,i,34,-1.1%,-5%,9%
COc1ccc(OCCCC(=O)Nc2ccc(N3CCOCC3)cc2)cc1,0.1,85,-7%[20 µM],-0.1%,-2%,/,i,53,0.6%,7%,3%
CN(Cc1ccc(OC(F)F)cc1)Cc1nc2c(Br)cc(Br)cc2c(=O)[nH]1,5.5,39,-6%,2.6%,-2%,-2.7%,i,41,-0.7%,-2%,-8%

# Source: PubChem BioAssay (several laboratories)

# Random draw from the library; overall some 0.62% were active at least once.
